PHOSPHO1 block = PHOSPHO1 (human) inhibition. actives 1.1% (n = 290,000). Q8TCT1. inhibition, % at 13.3 µM. recombinant PHOSPHO1, absorbance phosphatase assay. AID 1565; in the data active = inhibition above about 60%
Target sequence (Q8TCT1 whole entry, looked up): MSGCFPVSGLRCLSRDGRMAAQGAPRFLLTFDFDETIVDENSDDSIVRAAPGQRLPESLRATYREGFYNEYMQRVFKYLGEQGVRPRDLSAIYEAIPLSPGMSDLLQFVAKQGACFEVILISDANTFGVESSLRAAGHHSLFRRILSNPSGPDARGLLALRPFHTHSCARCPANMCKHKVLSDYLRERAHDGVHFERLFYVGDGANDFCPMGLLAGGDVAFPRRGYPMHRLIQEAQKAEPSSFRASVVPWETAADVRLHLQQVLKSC
GPR7 antagonist = antagonists of human GPR7 (neuropeptides B/W receptor 1) | AID 1861 | P48145 | inhibition, % at 4.4 µM | GPR7-expressing cells, fluorescence antagonist assay | actives 1.1% (n = 290,000); in the data active = inhibition above about 16%, passing the limit was not always enough;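 note: cells stimulated with the agonist NPW; 0% = agonist with vehicle and 100% = vehicle without agonist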
Target sequence (P48145 whole entry, looked up): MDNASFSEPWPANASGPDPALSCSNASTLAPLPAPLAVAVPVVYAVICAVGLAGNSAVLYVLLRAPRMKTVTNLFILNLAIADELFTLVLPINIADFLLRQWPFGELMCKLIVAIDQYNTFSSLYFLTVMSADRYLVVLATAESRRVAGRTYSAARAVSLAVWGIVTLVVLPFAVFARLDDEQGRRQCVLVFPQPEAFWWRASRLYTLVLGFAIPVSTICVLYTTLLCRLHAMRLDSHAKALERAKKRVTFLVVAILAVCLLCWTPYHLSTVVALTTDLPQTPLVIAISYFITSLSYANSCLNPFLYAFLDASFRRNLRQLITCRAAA
NALP1 yeast inh = NALP1 inhibition | inhibition, % at 10 µM | AID 2071 | actives 0.61% (n = 280,000) | S. cerevisiae NALP1/ASC/caspase-1 growth, X-gal OD620, 72 h; in the data active = inhibition mostly above about 24%, no sharp cut-off; inactive = mostly below about 32%; note: some compounds called inactive have numbers as strong as hits
IDE cell activ = activators of human insulin-degrading enzyme in cells | P14735 | HEK cells, FAbeta-B cleavage, fluorescence polarization; 0% vehicle, 100% cell-free pure enzyme wells | activation, % at 5.96 µM | actives 0.073% (n = 340,000);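 active = activation above the mean of all tested compounds plus 3 SD, set per screening campaign, cut at about 17% in these data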
PfM18AAP inh = blocks P. falciparum M18 aspartyl aminopeptidase | recombinant PfM18AAP, H-Glu-NHMec fluorogenic cleavage | inhibition, % at 7.35 µM | actives 1.2% (n = 290,000) | AID 1822;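 active = inhibition above the campaign mean inhibition over all tested compounds plus 3 SD, cut at about 28% in these data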;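 note: 0% = plate median of test compound wells and 100% = 2 mM ZnCl2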
VIM-2 inh = blocks Pseudomonas aeruginosa VIM-2 metallo-beta-lactamase; purified VIM-2, nitrocefin hydrolysis, epi-absorbance fluorescence; inhibition, % at 5.6 µM; actives 0.89% (n = 290,000);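 active = inhibition above the mean of all tested compounds plus 3 SD, cutoff set per screening run, cut at about 7.5% in these data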;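 note: red hydrolysis product quenches plate fluorescence so inhibitors raise well fluorescence; 0% = enzyme with DMSO and 100% = DMSO without enzyme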
pCIP destab = compounds decreasing mouse p/CIP protein stability; actives 0.01% (n = 290,000); F442A p/CIP-EGFP cells, EGFP fluorescence, 16 h; decrease of EGFP signal, % at 10 µM; AID 1984;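 active = EGFP signal decrease of at least 30% at 10 µM or well 3 SD below plate mean, unless failing retest; inactive = the rest, including hits failing retest or dose response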; note: some compounds called inactive have numbers as strong as hits; many of its hits are not listed in these tables
IMP-1 inhibitor = inhibitors of Pseudomonas aeruginosa IMP-1 metallo-beta-lactamase. AID 1556. purified IMP-1, nitrocefin hydrolysis, epi-absorbance fluorescence. actives 0.45% (n = 290,000). inhibition, % at 5.6 µM;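 active = inhibition above the mean plus 3 SD of all compounds in the same screening run, cut at about 4.5% in these data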;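 note: 0% = IMP-1 with DMSO and 100% = DMSO wells lacking enzyme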
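System: purified IMP-1 / Input: IMP-1 dispensed at 0.2 nM / Medium: 50 mM HEPES pH 7.1, 50 µM ZnSO4, 0.05% Brij 35 / Timing: 15 min enzyme–compound preincubation, then 25 min nitrocefin reaction, 25 °C / Technique: plate fluorescence quenching by hydrolysis product, ex 480/em 530 nm / Repeats: singlicate testing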
IDE cell inh = inhibitors of human insulin-degrading enzyme in cells; AID 434962; actives 0.41% (n = 320,000); P14735; inhibition, % at 5.59 µM; HEK cells, FAbetaB cleavage, fluorescence polarization;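 active = percent inhibition above the average of all tested compounds plus 3 SD, set per screening campaign, cut at about 16% in these data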;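 note: IDE supplied by intact live HEK cells; FP after avidin binding of uncleaved biotin substrate so inhibition keeps polarization high; 0% = DMSO wells and 100% = 60 µM reference IDE inhibitor Ii1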
* hit, by the source's call; · = no result given.

1	COC(=O)C(CCCCN1C(=O)C2C3C=CC(C3)C2C1=O)N1C(=O)C2C3C=CC(C3)C2C1=O (centres undefined)
2	COc1cc(C(=O)Nc2ccc(NC(=O)c3ccccc3)nc2)cc(OC)c1OC
3	CCS(=O)(=O)N1CCN(c2ccc(C(=O)NC3C4CC5CC(C4)CC3C5)cc2[N+](=O)[O-])CC1 (centres undefined)
4	O=C(O)/C=C/C(=O)NC1CCCCC1
5	CCc1ccccc1NC(=O)c1cc(S(=O)(=O)N(C)C)ccc1N1CCCC1
6	COC(=O)C1=C(C)Nc2nnnn2C1c1cccnc1 (centres undefined)
7	O=C(NCCc1ccccc1F)C1CCCN1S(=O)(=O)c1ccc2ccccc2c1 (centres undefined)
8	O=C(CCCn1c(=O)[nH]c2cc(Cl)ccc2c1=O)NCCCN1CCN(c2ccc(F)cc2)CC1

| entry no. | 1 | 2 | 3 | 4 | 5 | 6 | 7 | 8 |
| --- | --- | --- | --- | --- | --- | --- | --- | --- |
| PHOSPHO1 block | 15.6 | 11.0 | 6.0 | 11.0 | -19.7 | 1.5 | -9.2 | -15.2 |
| GPR7 antagonist | -7.1 | -7.6 | -12.1 | -0.6 | -14.0 | -4.4 | 22.7* | -1.9 |
| NALP1 yeast inh | 15.3 | 24.2 | 24.2 | 25.8 | 5.3 | -11.9 | -32.3 | 17.8 |
| IDE cell activ | 0.9 | -8.8 | 0.3 | 4.9 | 1.8 | 4.0 | 2.8 | 1.1 |
| PfM18AAP inh | -4.9 | -3.8 | -5.7 | 2.4 | 10.1 | -4.6 | 7.1 | -17.2 |
| VIM-2 inh | -1.6 | -1.9 | -3.4 | -3.3 | -3.6 | -2.5 | -2.0 | 0.3 |
| pCIP destab | 5.8 | -10.7 | -13.7 | -23.0 | 2.0 | -5.8 | -29.7 | 6.6 |
| IMP-1 inhibitor | -3.3 | -0.9 | -1.7 | -2.8 | -3.2 | -0.9 | -2.5 | -2.5 |
| IDE cell inh | 0.7 | 11.3 | -0.4 | 8.5 | 3.6 | 2.5 | 0.3 | 8.4 |

9	Cc1cc(C)cc(SCc2noc(C(=O)NCCCN3CCOCC3)c2C(=O)NCCCN2CCOCC2)c1
10	COC(=O)c1ccsc1NC(=O)c1ccccc1
11	Cc1cc(N2CCOCC2)n2ncc(-c3ccc(Cl)cc3)c2n1
12	O=C(NCCCNCc1ccccc1)/C(=N\O)c1ccccc1
13	COc1cccc(OC)c1C(=O)Nc1ccccc1N1CCCCC1
14	COC(=O)c1ccccc1OCC(=O)N1CCN(c2ccc(Cl)cc2)CC1
15	O=C(NC1(C(F)(F)F)NC(=O)N(C2CCCCC2)C1=O)C1CC1 (centres undefined)
16	CC(C)CNC(=O)COC(=O)c1n[nH]c2ccccc12

| entry no. | 9 | 10 | 11 | 12 | 13 | 14 | 15 | 16 |
| --- | --- | --- | --- | --- | --- | --- | --- | --- |
| PHOSPHO1 block | 13.3 | 1.8 | 28.8 | 4.9 | 34.8 | 48.5 | 23.9 | 23.3 |
| GPR7 antagonist | · | -1.1 | -15.4 | -8.6 | -19.8 | 13.5 | -9.6 | -6.8 |
| NALP1 yeast inh | · | 10.7 | -9.7 | 0.5 | 5.6 | 22.4 | 5.2 | -15.1 |
| IDE cell activ | 2.5 | 5.0 | -1.2 | 4.7 | 6.2 | -4.6 | -1.0 | 0.5 |
| PfM18AAP inh | · | -1.8 | 2.9 | 11.4 | -6.1 | 8.7 | -2.1 | -7.0 |
| VIM-2 inh | · | 0.4 | -2.6 | 1.7 | -2.9 | -10.0 | -2.1 | 0.2 |
| pCIP destab | 0.6 | 8.8 | -7.6 | -3.6 | -14.7 | -4.2 | -11.1 | 2.7 |
| IMP-1 inhibitor | · | -3.2 | -3.3 | -0.3 | -4.2 | -2.3 | -1.4 | -0.5 |
| IDE cell inh | 3.5 | 3.1 | -1.7 | 3.8 | 9.4 | 0.0 | 4.1 | -6.0 |

17	Cc1c(Cl)cnc(NC(=O)COC(=O)c2ccc([N+](=O)[O-])s2)c1Cl
18	CCCC1=Nc2cc(C(=O)NCCN3CCOCC3)ccc2Sc2ccc(C)cc21
19	Cc1cnc(CN(C)Cc2c(C(=O)N3CCc4ccccc4C3)nc3ccc(Cl)cn23)[nH]1
20	COc1ccc(/C=C2\SC(=S)N(CC(=O)N3CCN(C)CC3)C2=O)cc1
21	CCCCNS(=O)(=O)c1ccc2nc(SCC(=O)Nc3cc(C)cc(C)c3)[nH]c2c1
22	CCOc1ccc(-c2cc3nc(C4CCN(C(=O)OC(C)(C)C)CC4)c(C(=O)O)cn3n2)cc1
23	COc1cc(SC)ccc1C(=O)Nc1ccc(OCC(=O)N2CCOCC2)cc1
24	O=C1NC(c2ccc(-c3ccccc3[N+](=O)[O-])o2)C(C(=O)c2ccc(Cl)cc2)C(O)(C(F)(F)F)N1 (centres undefined)

| entry no. | 17 | 18 | 19 | 20 | 21 | 22 | 23 | 24 |
| --- | --- | --- | --- | --- | --- | --- | --- | --- |
| PHOSPHO1 block | -11.7 | 22.2 | 35.3 | 23.9 | 13.3 | 6.0 | -14.2 | 3.5 |
| GPR7 antagonist | -8.6 | 7.0 | 3.6 | -6.5 | -4.3 | -12.3 | 14.3 | 14.4 |
| NALP1 yeast inh | 27.1 | 6.9 | -0.1 | -12.4 | 29.6 | 12.4 | 6.0 | 29.0 |
| IDE cell activ | -0.5 | 5.5 | 3.3 | · | 8.0 | 3.1 | 0.0 | 1.7 |
| PfM18AAP inh | 6.3 | -14.3 | -6.1 | -12.0 | -4.9 | -1.9 | 0.3 | 4.7 |
| VIM-2 inh | -1.7 | -2.0 | 0.5 | 3.3 | 1.6 | 0.9 | -1.2 | -1.8 |
| pCIP destab | -2.9 | -0.4 | -2.4 | -1.3 | -9.5 | -8.9 | 2.3 | -2.4 |
| IMP-1 inhibitor | -0.9 | -2.5 | -3.7 | -2.2 | -3.2 | 0.5 | -1.3 | -3.9 |
| IDE cell inh | 6.0 | 2.0 | 1.5 | -5.8 | 0.5 | -1.2 | · | -3.0 |

25	CC(=O)N1CCc2c(sc(NC(=O)CCS(=O)(=O)c3ccccc3)c2C#N)C1
26	NS(=O)(=O)c1ccc(NC(=S)NCC2CCCO2)cc1 (centres undefined)
27	CCCOC(=O)c1ccc(NC(=O)COC)cc1
28	CCCCNC(=O)COc1ccccc1[N+](=O)[O-]
29	CC(=O)c1cccc(NC(=S)NC(=O)c2ccccc2Br)c1
30	COC(=O)C(C)(C)ONC(=O)Nc1ccccc1Br
31	CN(C(=O)c1ccc(-c2nn(C)c(=O)c3ccccc23)cc1)c1ccccc1
32	O=C(NC(Cc1c[nH]c2ccccc12)c1nnc2n1CCCCC2)c1ccc(Cl)cc1 (centres undefined)

| entry no. | 25 | 26 | 27 | 28 | 29 | 30 | 31 | 32 |
| --- | --- | --- | --- | --- | --- | --- | --- | --- |
| PHOSPHO1 block | 36.4 | 19.7 | -9.4 | -6.7 | 7.4 | 11.7 | 13.8 | 44.7 |
| GPR7 antagonist | -22.9 | -3.1 | -3.4 | -6.5 | -7.0 | -6.4 | 20.6 | -14.0 |
| NALP1 yeast inh | 15.1 | 21.7 | 14.5 | 9.4 | 25.7 | 7.8 | 2.3 | 11.0 |
| IDE cell activ | 5.3 | 0.4 | 3.8 | 5.8 | 6.9 | 0.6 | 3.3 | 2.4 |
| PfM18AAP inh | -0.5 | 6.7 | -0.5 | 3.0 | 2.4 | -1.4 | -8.5 | 1.7 |
| VIM-2 inh | -2.4 | 0.0 | -2.6 | -3.7 | -2.1 | 0.9 | 4.4 | -4.2 |
| pCIP destab | -2.4 | -3.7 | -8.3 | 11.9 | -12.4 | -0.1 | -17.4 | -10.4 |
| IMP-1 inhibitor | -1.2 | -2.1 | -2.1 | -0.6 | -3.8 | -1.7 | -0.9 | -2.3 |
| IDE cell inh | -1.6 | 2.1 | 4.2 | 0.8 | 8.1 | 1.9 | 0.4 | -0.7 |

Some of the entries so far, with values under each structure.
Values run as follows: PHOSPHO1 block	GPR7 antagonist	NALP1 yeast inh	IDE cell activ	PfM18AAP inh	VIM-2 inh	pCIP destab	IMP-1 inhibitor	IDE cell inh
[25] CC(=O)N1CCc2c(sc(NC(=O)CCS(=O)(=O)c3ccccc3)c2C#N)C1
 : 36.4	-22.9	15.1	5.3	-0.5	-2.4	-2.4	-1.2	-1.6
[26] NS(=O)(=O)c1ccc(NC(=S)NCC2CCCO2)cc1 (centres undefined)
 : 19.7	-3.1	21.7	0.4	6.7	0.0	-3.7	-2.1	2.1
[27] CCCOC(=O)c1ccc(NC(=O)COC)cc1
 : -9.4	-3.4	14.5	3.8	-0.5	-2.6	-8.3	-2.1	4.2
[28] CCCCNC(=O)COc1ccccc1[N+](=O)[O-]
 : -6.7	-6.5	9.4	5.8	3.0	-3.7	11.9	-0.6	0.8
[29] CC(=O)c1cccc(NC(=S)NC(=O)c2ccccc2Br)c1
 : 7.4	-7.0	25.7	6.9	2.4	-2.1	-12.4	-3.8	8.1
[30] COC(=O)C(C)(C)ONC(=O)Nc1ccccc1Br
 : 11.7	-6.4	7.8	0.6	-1.4	0.9	-0.1	-1.7	1.9
[31] CN(C(=O)c1ccc(-c2nn(C)c(=O)c3ccccc23)cc1)c1ccccc1
 : 13.8	20.6	2.3	3.3	-8.5	4.4	-17.4	-0.9	0.4
[32] O=C(NC(Cc1c[nH]c2ccccc12)c1nnc2n1CCCCC2)c1ccc(Cl)cc1 (centres undefined)
 : 44.7	-14.0	11.0	2.4	1.7	-4.2	-10.4	-2.3	-0.7

The results go on.
33	N#Cc1nc(Cc2cccc3ccccc23)oc1N1CCOCC1
34	CN1c2ccc(Cl)cc2C(=O)NC1c1ccc([N+](=O)[O-])s1 (centres undefined)
35	Cc1cc(C(=O)CSc2nnc(-c3ccncc3)n2-c2ccccc2)c(C)n1C
36	CCOC(=O)c1[nH]c2ccccc2c1NC(=O)Nc1ccc(OC)cc1
37	O=C(CSc1nnc(-c2ccc(OC(F)F)cc2)o1)N1CCOCC1
38	C/C(=N\N1CCN(c2ccccc2)CC1)c1cccs1
39	COc1ccc(NC(=O)CSc2nnc(C)c3ccccc23)cc1
40	CCOc1ccc(NC(=O)C(C)Oc2ccccc2C(=O)Nc2ccc(C)c(Cl)c2)cc1 (centres undefined)

| entry no. | 33 | 34 | 35 | 36 | 37 | 38 | 39 | 40 |
| --- | --- | --- | --- | --- | --- | --- | --- | --- |
| PHOSPHO1 block | 7.2 | 8.3 | 76.6* | 21.1 | 21.0 | 36.8 | 29.3 | 1.5 |
| GPR7 antagonist | -16.3 | 4.0 | -6.1 | -0.8 | 6.0 | 2.4 | 20.9 | 0.4 |
| NALP1 yeast inh | 9.1 | -0.8 | 4.1 | 35.1 | -1.6 | · | -26.1 | 15.4 |
| IDE cell activ | 5.3 | -9.3 | -9.7 | 3.5 | -3.4 | -0.3 | -7.0 | 8.2 |
| PfM18AAP inh | 3.8 | 6.1 | 19.0 | -15.5 | -2.1 | -5.3 | 2.5 | -6.9 |
| VIM-2 inh | -0.1 | -1.6 | -1.9 | -1.8 | -1.4 | -0.1 | -3.8 | -1.1 |
| pCIP destab | 1.5 | -16.4 | -12.9 | -5.1 | -6.3 | -3.9 | -7.9 | -9.3 |
| IMP-1 inhibitor | -4.2 | -3.5 | 0.5 | -2.6 | -0.5 | -3.1 | 2.5 | -0.6 |
| IDE cell inh | -3.1 | 10.3 | 4.0 | -2.8 | 1.4 | -4.8 | -3.8 | -2.5 |

Assay outcomes as filed in PubChem.
